EBI2 antag: blocks human EBI2 receptor beta-arrestin signaling | EBI2 beta-arrestin recruitment, luminescence, 7a,25-OHC stimulated | P32249 | AID 651636 | 0.81% of 360,000 active | inhibition, % at 5 µM; in the data active means inhibition above about 38%;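 further: enzyme fragment complementation signal reports receptor beta-arrestin coupling in cells; 0% = agonist plus DMSO wells and 100% = wells without agonist; some results beyond the cut were filed as inactive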
Target sequence (P32249 whole entry, looked up, the tested form may be a part): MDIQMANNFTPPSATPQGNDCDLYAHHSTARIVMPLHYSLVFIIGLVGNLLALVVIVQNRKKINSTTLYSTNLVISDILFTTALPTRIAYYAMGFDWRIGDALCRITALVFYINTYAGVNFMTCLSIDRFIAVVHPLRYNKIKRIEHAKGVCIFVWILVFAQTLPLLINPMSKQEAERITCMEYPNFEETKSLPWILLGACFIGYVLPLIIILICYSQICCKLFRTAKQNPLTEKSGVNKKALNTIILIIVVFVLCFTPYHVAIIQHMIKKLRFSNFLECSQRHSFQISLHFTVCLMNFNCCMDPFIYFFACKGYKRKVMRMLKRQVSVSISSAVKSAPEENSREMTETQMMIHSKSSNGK
Starred values were filed as active, the others as inactive. This is a subset; count on the stated rates, not on these rows.

SMILES,EBI2 antag
COc1ccc(C(CNC(=O)c2ccc(OCc3cscn3)cc2)N2CCCC2)cc1 (stereo unspecified),-3.9
O=C(C1=NOC2(C1)C(=O)Nc1ccccc12)N1CCCC1 (stereo unspecified),4.6
Cc1cn([C@H]2C[C@H](O)[C@@H](CNCc3cccn3-c3nccs3)O2)c(=O)[nH]c1=O,3.6
CC(=NCc1ccccc1)c1ccccc1O,-1.6
COc1ccc(CN2C(=O)C(CC(=O)NCC3CCCCC3)CC(C(=O)N(C(C)C)C(C)C)=C2C)cc1 (stereo unspecified),3.5
Cc1ccc(C(=O)OCC(=O)Nc2cc(Cl)ccc2C#N)o1,-2.9
Clc1ccccc1-c1cc2nc(NCc3ccco3)ccn2n1,14.3
O=C(NCc1ccccc1)C1c2ccccc2OCC(=O)N1CCCN1CCOCC1 (stereo unspecified),-9.4
COC(=O)[C@]12CCCCC=C1N(Cc1cccc3ccccc13)C(=O)[C@H](CC(=O)NCC1CCCCC1)C2,20.3
O=C(Cn1sc2ccccc2c1=O)Nc1ccccc1,-0.5
COC(=O)N1CCCCC1c1cc(C(=O)Nc2cccc3c2CCCC3)no1 (stereo unspecified),19.6
CCCOc1ccc(F)cc1-c1cc(C(=O)NC2CCCCC2)[nH]n1,8.8
O=C(CN1CCN(S(=O)(=O)c2ccc(Br)s2)CC1)N1CCc2ccccc21,6.8
COc1ccc(NC(=O)C2(C)Cc3c(-c4ccccc4)ccnc3O2)cc1OC (stereo unspecified),3.1
COc1ccc(OC)c(C=Cc2ccc([N+](=O)[O-])cc2)c1,-3.5
CC(=O)Nc1cc(-c2cccc(C(=O)NCCO)c2)cn2c(-c3ccc(F)cc3)cnc12,-1.7
COc1ccc(-c2cc(C(=O)NCc3ccc(C(F)(F)F)cc3)[nH]n2)c(C)c1,18.4
Cc1cnc(CN(C)C(=O)C2CCC(=O)N(CCc3ccc(Cl)cc3)C2)[nH]1 (stereo unspecified),-6.6
O=C1CCC(C(=O)N(CCO)Cc2ccccc2)CN1CCc1cccc(F)c1 (stereo unspecified),4.6
CCCCCCn1cc(CN2CC(N(C)CC)CS2(=O)=O)nn1 (stereo unspecified),-3.4
Cn1ccc2c(-c3ccc(C(=O)O)cc3)cc3c(c21)C1CCC3C1 (stereo unspecified),7.3
COc1c(C)cc(C(O)c2ncc(-c3ccc4ccccc4c3)[nH]2)cc1C (stereo unspecified),7.7
Cc1cncc(NCc2cccc(Cl)c2)n1,-11.7
O=NN(CCF)C(=O)NC1CCS(=O)(=O)CC1,7.5

Five compounds from above, ordered by molar mass, descending:
SMILES,EBI2 antag
O=C(CN1CCN(S(=O)(=O)c2ccc(Br)s2)CC1)N1CCc2ccccc21,6.8
O=C1CCC(C(=O)N(CCO)Cc2ccccc2)CN1CCc1cccc(F)c1 (stereo unspecified),4.6
Cc1cnc(CN(C)C(=O)C2CCC(=O)N(CCc3ccc(Cl)cc3)C2)[nH]1 (stereo unspecified),-6.6
CCCCCCn1cc(CN2CC(N(C)CC)CS2(=O)=O)nn1 (stereo unspecified),-3.4
Cc1cncc(NCc2cccc(Cl)c2)n1,-11.7

(further entries)
SMILES,EBI2 antag
CC(=O)c1cccc(NC(=O)c2cccc3c(-c4cnn(C)c4)coc23)c1,1.1
C[C@@H]1CN([C@@H](C)CO)S(=O)(=O)c2ccc(-c3ccccc3)cc2O[C@@H]1CN(C)Cc1ccccc1C(=O)O,-2.6
CC1(Cc2c(Cl)cccc2Cl)C(=O)Nc2cc(-c3ccccc3Cl)ccc21 (stereo unspecified),-1.9
COc1cccc(C(NC(C)=O)c2nc(-c3ccccc3)cs2)c1 (stereo unspecified),-6.0
Cc1ccc(S(=O)(=O)N2CCC(C(=O)NCCN3CCOCC3)CC2)cc1,-4.9
C[C@@H]1CN([C@@H](C)CO)C(=O)c2cc(NS(C)(=O)=O)ccc2O[C@@H](C)CCCCO[C@H]1CN(C)C(=O)Nc1ccc2c(c1)OCO2,-8.2
CC(C)(C)[C@H](NC(=O)c1ccc(N)c(Cl)c1)C(=O)N1CCC[C@H]1C(=O)N[C@H](C#N)CC(=O)O,-7.2
CCc1cc(-c2cnnn2Cc2ccccc2)ccc1-c1cn(CC(C)C)nn1,4.5
O=C1c2ccccc2C(c2nnnn2Cc2ccccc2)N1Cc1ccc2c(c1)OCO2 (stereo unspecified),5.6
CCCCN(C=O)c1c(CC)nc2ccc(C(=O)NCc3cccs3)cn12,-6.4
O=C(NCc1ccc(Cl)c(Cl)c1)c1cc(C2CCCCN2C(=O)C2CCCCC2)on1 (stereo unspecified),37.0
O=C(C[C@H]1C(=O)N(Cc2cccnc2)C[C@@H]1Cc1ccccc1)Nc1ccccc1,0.5
COc1ccc(C(C)C)cc1S(=O)(=O)Nc1cccnc1,-6.0
CC1(C(=O)N2Cc3ccccc3C2)CCN1C(=O)C1(c2ccc(Cl)cc2)CC1 (stereo unspecified),6.3
CCCNC(=O)C1(C)CCCN(C(=O)Cc2ccc(OC)c(OC)c2)C1 (stereo unspecified),-1.3
Cc1cccc(C(=O)N2CCC[C@H]2C(=O)N2CCC[C@H]2C(=O)NCc2ccncc2)c1,-10.3
O=C(CSc1nc2[nH]ncc2c(=O)[nH]1)Nc1cc(C(F)(F)F)ccc1Cl,-2.4
CCCCN1C(=O)C(CC(=O)NCc2cccs2)CC(C(=O)N2CCCCCC2)=C1C (stereo unspecified),-3.4
O=C(NC1CCOC1=O)OCc1ccccc1 (stereo unspecified),-3.6
CC(=O)NC(c1cccc(F)c1)c1nc(-c2cccc(C(C)C)c2)cs1 (stereo unspecified),7.4
CC(=O)N1Cc2cc(C(=O)NCC(F)(F)F)nc(-c3cccc(-c4cccnc4)c3)c2[C@@H]1CCO,6.9
CCCCNC(=O)C1(C)CCN1C(=O)c1cccc(OC(C)=O)c1C (stereo unspecified),-0.7
Nc1ncnc2c1ncn2[C@@H]1O[C@H](C(=O)NS(=O)(=O)c2c(Cl)nc3sccn23)[C@@H](O)[C@H]1O,-10.8
O=C(NCCC(F)(F)F)C1Cc2c(-c3ccccc3Oc3ccccc3)ccnc2O1 (stereo unspecified),2.5
CCOC(=O)C1(C)CCN1C(=O)c1cccc(Cl)c1 (stereo unspecified),5.7
COC(=O)c1ccc2nc(-c3ccccc3)c(Cc3ccccc3OC)n2c1,11.0
O=C(NC1CCCC1)C(c1ccccc1)n1c(-c2cccs2)nc2ccccc21 (stereo unspecified),8.0
CCCCN1C(=O)C(=O)NC[C@H]1Cc1cccc2ccccc12,-7.9
CCOC(=O)C1=CCN(S(=O)(=O)c2ccccc2Cl)C1c1cccc(Cl)c1 (stereo unspecified),15.4
CCCc1cc(=O)oc2cc(OCC(=O)N3CC[C@@]4(O)CCCC[C@H]4C3)ccc12,-3.1
C[C@@H]1CN([C@@H](C)CO)C(=O)c2cc(Br)cnc2O[C@H]1CN(C)Cc1ccc(-c2ccccc2)cc1,14.7
CCC(=O)N1CCC(C)(C(=O)NCc2ccc(F)cc2)C1 (stereo unspecified),-2.9
CNc1cnc(-c2ccc(C(=O)N3CCOCC3)cc2)cn1,-2.4
CCCCCCn1c(=O)n2n(c1=O)[C@@H]1CN(S(=O)(=O)c3ccc(C)cc3)C[C@]1(O)[C@@H](OC(=O)Nc1c(C)noc1C)C2,1.1
CCN1C(=O)[C@H]2[C@@H](c3ccc(C(F)(F)F)cc3)N[C@]3(CCCN(Cc4ccc(Cl)cc4)C3=O)[C@H]2C1=O,0.0
COc1ccc(-c2nc3ccc(Br)cn3c2Cc2ccc(C)cc2)cc1OC,-3.7
CN(Cc1ccccc1)C(=O)c1ccc2nc([C@H]3C[C@H](O)[C@@H](CO)O3)[nH]c2c1,-8.3
CC(C)(C)OC(=O)NCCc1nc(NC(=O)OCc2ccccc2)sc1C(=O)O,-1.3
COc1ccc(NC(=O)C2C(c3ccc4c(c3)OCO4)=Nc3ccccc3N2C(=O)c2cccc(C(F)(F)F)c2)cc1 (stereo unspecified),0.4
COc1ccccc1Nc1cc(C)nc2c(C)cccc12,6.0
Cc1cccc(C)c1NC(=O)C1c2ccccc2OCC(=O)N1CCc1ccccc1 (stereo unspecified),-7.4
CC(C)NC(=O)c1ccc2nc([C@@H]3O[C@H](CO)[C@H](O)[C@H](O)[C@H]3O)[nH]c2c1,-6.9
CN(C)c1ccc(CNC(=O)C2(C)Cc3c(-c4ccccc4)ccnc3O2)cc1 (stereo unspecified),11.6
O=C(CN1CCNCC1)N1CCOCC1,-4.4
COc1ccc(OC)c(NC(=O)C2(C)CCN2CCOc2ccccc2)c1 (stereo unspecified),12.3
CC1(Oc2ccc(Cl)cc2)CCN(Cc2cccn2-c2nccs2)C1 (stereo unspecified),7.4
NC(CO)c1csc(Nc2ccc(C(F)(F)F)cn2)n1 (stereo unspecified),-4.1
Cc1cccc(C)c1NC(=O)C1(C)CSCC(=O)N1CC(C)C (stereo unspecified),-2.1
COC(=O)[C@]12CCCCC=C1N(Cc1ccco1)C(=O)[C@H](CC(=O)NCCC(C)C)C2,-11.1
O=C(NCc1ccccc1Cl)c1csc([C@@H]2O[C@H](CO)[C@@H](O)[C@H]2O)n1,-1.0
COc1ccc(C(C)(NC(C)=O)c2nc(-c3ccc(F)cc3OC)cs2)cc1 (stereo unspecified),8.9
O=S(=O)(CCN1CCN(c2ccccc2O)CC1)c1ccc(Cl)cc1,-3.2
O=c1c(-c2ccco2)nc2ccccc2n1C(c1ccccc1)c1nc2ccccc2[nH]1 (stereo unspecified),-7.1
CCCCNc1c(-c2cc3ccccc3o2)nc2nc(C)cc(C)n12,0.3
OC(c1ccc(F)c(F)c1)c1ncc(-c2ccc(F)cc2)[nH]1 (stereo unspecified),-6.9
CC1(C(=O)NS(=O)(=O)C2CC2)CCCN(C(=O)c2cccc(OC(F)(F)F)c2)C1 (stereo unspecified),-1.9
CCC(C(=O)NC1CCCC1)n1c(-c2cc3ccccc3[nH]2)nc2ccccc21 (stereo unspecified),3.3
COCCNc1nc(NCc2cccc(OC)c2OC)c2sccc2n1,-2.1
CC(C)C[C@H]1COc2cc(N3CCC[C@H]3CO)ccc2S(=O)(=O)N1,-6.8
CCOC(=O)C1CCN(C(=O)c2ccccc2)c2scc(-c3ccccc3)c2C1=O (stereo unspecified),13.8

Continuation:
SMILES,EBI2 antag
O=S1(=O)CC(c2ccccc2)=NN=C(c2ccccc2)C1,-5.9
Cc1ccc(F)cc1-c1cc2nc(NCCCN(C)C)n(C)c(=O)c2s1,3.4
Cc1ccc(F)c(S(=O)(=O)NC(=O)C2(C)CCN2C(=O)c2ccccc2)c1 (stereo unspecified),2.7
Oc1c(C(c2ccccc2)N2CCCCC2)ccc2ccccc12 (stereo unspecified),-38.0
O=C(Cc1ccc(Br)cc1)Nc1cccc(S(=O)(=O)N2CCCCC2)c1,11.8
CC(C)C1C(=O)N(Cc2cn(Cc3ccco3)nn2)CCS(=O)(=O)N1Cc1ccc(-c2cccc(N(C)C)c2)cc1 (stereo unspecified),9.1
CCN(C(=O)Cn1cc(C(F)(F)F)ccc1=O)C1CCS(=O)(=O)C1 (stereo unspecified),-8.8
CCCS(=O)(=O)NC(=O)C1(C)CCCN(C(=O)c2ccc3ccccc3c2)C1 (stereo unspecified),-8.2
C[C@@H]1CN([C@H](C)CO)C(=O)CCCn2nncc2CO[C@H]1CN(C)Cc1ccccc1C(=O)O,-4.5
CC(C)n1ncc2c(C(=O)N3CCN(S(=O)(=O)c4cccc(F)c4)CC3)cc(C3CC3)nc21,-0.9
N=c1c2ccccc2nc2n1CCCCCCC2,11.0
COC(=O)[C@@]12C[C@@H](CC(=O)NCc3cccc(C(F)(F)F)c3)C(=O)N(Cc3ccc4c(c3)OCO4)C1=CCC(C)(C)C2,4.8

Shown with values ahead of the structure: entries from further up
| EBI2 antag | canonical_smiles |
| --- | --- |
| -3.4 | CCCCN1C(=O)C(CC(=O)NCc2cccs2)CC(C(=O)N2CCCCCC2)=C1C (stereo unspecified) |
| -3.6 | O=C(NC1CCOC1=O)OCc1ccccc1 (stereo unspecified) |

(next part)
SMILES,EBI2 antag
O=C(NCc1ccncc1)[C@@H]1CCCN1C(=O)[C@@H]1CCCN1,-16.4
N#Cc1ccc(-c2nc3ccc(Br)cn3c2Cc2ccccc2)cc1,30.3
CCc1c(-c2cccc(OC)c2)ncn1Cc1cccc(-c2ccccc2)c1,11.7
CCOC1=C2CN(S(=O)(=O)c3ccc(C)cc3)[C@H](c3ccccc3)C[C@@H]2N(S(=O)(=O)c2ccc(Br)cc2)[C@H](c2ccccc2)C1,-14.8
O=C1Nc2ccccc2CN2C(=O)c3cc(Cl)ccc3NC(=O)C12 (stereo unspecified),-1.4
Cc1c(Cl)cccc1NC(=S)NC(=O)c1ccccc1,-6.7
COc1ccc2c(c1)CCC1(C)CC(=O)C=C21 (stereo unspecified),-12.7
O=C(NC(Cc1cn(Cc2ccccc2)cn1)C(=O)O)OCC1c2ccccc2-c2ccccc21 (stereo unspecified),-2.1
CCCCNC(=O)C1(C)CCN1C(=O)c1ccc(OC)c(C(F)(F)F)c1 (stereo unspecified),-9.7
O=C(NC1CCCCC1)c1ccc(-c2cn[nH]c2)c2ccoc12,6.1
COCOCCn1cc(CN2CCS(=O)(=O)N(Cc3ccc(-c4ccc(F)cc4)cc3)C(C(C)C)C2=O)nn1 (stereo unspecified),3.6
CC(C)(C)C1CCNC(=O)CC1 (stereo unspecified),2.8
COc1cc(OC)cc(OC)c1,-5.5
CC1(C(=O)NS(=O)(=O)c2ccccc2Cl)CCN1C(=O)C1(c2ccc(Cl)cc2)CCC1 (stereo unspecified),-3.3

From PubChem
